Compound activity deposited in PubChem by The Scripps Research Institute Molecular Screening Center.
CHRM5 PAM – human M5 muscarinic receptor positive allosteric modulators, primary screen, CHO-K1 cells, Fluo-8 calcium fluorescence; Muscarinic acetylcholine receptor M5 (Homo sapiens), P08912; CHO-K1 hM5, ACh EC20 PAM; 0% = ACh EC20, 100% = ACh EC100; activation, % at 3 µM; 0.3% of 360,000 active; AID 624038, 2012;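 active means activation above the run cutoff, the mean activation of all test compounds plus 3 SD, cut at about 18% in these data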
Target sequence (P08912 whole entry, looked up): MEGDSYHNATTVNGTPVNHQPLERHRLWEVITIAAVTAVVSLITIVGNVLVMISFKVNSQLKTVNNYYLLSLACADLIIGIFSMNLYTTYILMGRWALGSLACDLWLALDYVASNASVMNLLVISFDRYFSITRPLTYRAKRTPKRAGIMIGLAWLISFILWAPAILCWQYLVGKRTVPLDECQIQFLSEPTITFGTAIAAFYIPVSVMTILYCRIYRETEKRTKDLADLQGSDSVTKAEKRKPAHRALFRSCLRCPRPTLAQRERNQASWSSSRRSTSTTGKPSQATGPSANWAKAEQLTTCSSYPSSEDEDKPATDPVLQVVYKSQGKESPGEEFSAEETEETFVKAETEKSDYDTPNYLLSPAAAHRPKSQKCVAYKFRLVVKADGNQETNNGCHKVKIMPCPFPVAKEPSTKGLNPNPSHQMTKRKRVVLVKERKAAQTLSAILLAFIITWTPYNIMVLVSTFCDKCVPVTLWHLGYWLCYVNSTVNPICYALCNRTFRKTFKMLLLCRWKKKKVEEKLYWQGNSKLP
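Assay system: CHO-K1 hM5 cells / Incubation: Fluo-8 loading 80 min at 37 °C plus 30 min room temperature / Technique: Fluo-8 calcium dye fluorescence, kinetic read / Repeats: single replicate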
M1 PAM parental – nonselective calcium activators in parental CHO-K1 cells, primary screen, counter-screen for M1 PAM project, cell-based, Fluo-8 calcium fluorescence, full deck, 1536-well | ATP EC20; 0% at ATP EC20, 100% at ATP max | 0.02% of 360,000 active | AID 602247, 2012 | activation, % at 3 µM;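 active means activation above the run cutoff, the mean activation of all test compounds plus 3 SD, cut at about 40% in these data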;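 further: peak over basal fluorescence ratio in a 140 s read after ATP addition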
M5 antag – human M5 muscarinic receptor antagonists, primary screen, CHO cells, Fluo-8 calcium fluorescence. Muscarinic acetylcholine receptor M5 (Homo sapiens), P08912. CHO-hM5 cells, ACh EC80. inhibition, % at 3 µM. 0.59% of 360,000 active. AID 624040, 2012;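 active means inhibition above a per-plate cutoff, the mean of that plate's test compounds plus 3 SD, cut at about 27% in these data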;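 further: 0% = acetylcholine EC80 with DMSO and 100% = DMSO without agonist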
M5 ag – human M5 muscarinic receptor agonists, primary screen, CHO-K1 cells, Fluo-8 calcium fluorescence; Muscarinic acetylcholine receptor M5 (Homo sapiens), P08912; CHO-K1 hM5 cells; 0% DMSO wells, 100% maximal acetylcholine response; activation, % at 3 µM; 0.19% of 360,000 active;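 active means activation above the run's mean over test compounds plus 3 SD, cut at about 23% in these data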;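 further: signal is peak over basal fluorescence ratio across the kinetic read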
CHRM4 agonist – human M4 muscarinic receptor agonists, primary screen, CHO-K1 cells, Fluo-8 calcium fluorescence; CHO-K1 hM4/Gqi5; vehicle 0%, full acetylcholine response 100%; Muscarinic acetylcholine receptor M4 (Homo sapiens), P08173; AID 624127, 2012; activation, % at 3 µM; 0.14% of 360,000 active;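 active means activation above the run mean over all test wells plus 3 SD, cut at about 32% in these data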;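 further: peak over basal fluorescence ratio per well then scaled between controls; 0% = DMSO wells and 100% = acetylcholine at EC100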
Target sequence (P08173 whole entry, looked up): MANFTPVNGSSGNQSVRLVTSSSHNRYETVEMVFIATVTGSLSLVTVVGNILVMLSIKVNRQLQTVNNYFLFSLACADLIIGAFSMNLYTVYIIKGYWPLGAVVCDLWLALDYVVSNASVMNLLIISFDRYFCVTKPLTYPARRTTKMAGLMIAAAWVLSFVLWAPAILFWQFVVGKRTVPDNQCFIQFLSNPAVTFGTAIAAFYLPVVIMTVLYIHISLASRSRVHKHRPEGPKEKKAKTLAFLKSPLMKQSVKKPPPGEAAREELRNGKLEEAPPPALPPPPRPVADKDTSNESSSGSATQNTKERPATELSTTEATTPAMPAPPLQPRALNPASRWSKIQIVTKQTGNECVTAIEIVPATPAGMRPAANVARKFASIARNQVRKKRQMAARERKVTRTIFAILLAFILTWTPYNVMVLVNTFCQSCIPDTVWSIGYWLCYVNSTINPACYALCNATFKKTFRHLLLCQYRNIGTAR
CHO-K1 Ca ag – counter-screen for M1 agonists: effect in parental CHO-K1 cells. Fluo-8 calcium fluorescence; scaled to maximal ATP response, vehicle zero. activation, % at 3 µM. 0.48% of 360,000 active; in the data active means activation above about 15%;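 further: untransfected CHO-K1 host cells lacking M1 receptor as counterscreen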
CHRM4 antagonist – human M4 muscarinic receptor antagonists, primary screen, CHO cells, Fluo-8 calcium fluorescence; Muscarinic acetylcholine receptor M4 (Homo sapiens), P08173; CHO-hM4 cells, ACh EC80; inhibition, % at 3 µM; 0.73% of 360,000 active; AID 624125, 2012;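 active means inhibition above its plate's cutoff, the mean inhibition of sample wells plus 3 SD, cut at about 27% in these data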;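 further: 0% = acetylcholine EC80 with DMSO and 100% = DMSO without agonist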
CHO-K1 Ca antag – M1 antagonist counterscreen hit in parental CHO-K1 cells; ATP-induced calcium, Fluo-8 fluorescence; inhibition, % at 3 µM; 0.6% of 360,000 active; AID 602250;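 active means inhibition above a per-plate cutoff, the plate's mean sample inhibition plus 3 SD, cut at about 24% in these data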;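 further: 0% = DMSO plus EC80 ATP and 100% = DMSO alone without ATP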
CHRM4 PAM – human M4 muscarinic receptor positive allosteric modulators, primary screen, CHO-K1 cells, Fluo-8 calcium fluorescence; Muscarinic acetylcholine receptor M4 (Homo sapiens), P08173; CHO-K1 hM4/Gqi5, ACh EC20; 0% = ACh EC20, 100% = maximal ACh; activation, % at 3 µM; 0.4% of 360,000 active;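 active means activation above its plate's cutoff, the mean activation of sample wells plus 3 SD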; further: some results filed as inactive read as strong as hits
The depositor's hits bear a star. Outcome played no part in choosing rows; 2.7% or so of the library scored in one or more.

SMILES	CHRM5 PAM	M1 PAM parental	M5 antag	M5 ag	CHRM4 agonist	CHO-K1 Ca ag	CHRM4 antagonist	CHO-K1 Ca antag	CHRM4 PAM
Cc1ccc(-c2cc(C(=O)Nc3cc(C)on3)c3ccccc3n2)c(C)c1	-11	-1	2	-4	4	0.5	-10	18	-7
CN(C)CCN(C(=O)c1ccc(S(=O)(=O)N(C)c2ccccc2)cc1)c1nc2cc3c(cc2s1)OCO3	-1	1	3	-5	0	0.8	5	-8	-4
O=C(CSc1ccc(-c2ccco2)nn1)Nc1ccc(F)cc1	3	3	-13	6	8	7.8	-2	-5	-7
O=C(CCNC(=O)c1ccccc1Cl)NCCc1ccc(Cl)cc1	-5	9	8	1	9	4.1	7	-7	-7
Cc1ccnc(NC(=O)c2cccc(NC(=O)CC3SC(N4CCCCC4)=NC3=O)c2)c1 (stereo unspecified)	-2	4	-2	4	1	-0.2	10	-4	-3
COCCCn1c(SCC(=O)NC2CCCCC2)nc2ccccc2c1=O	-1	1	10	-2	0	0.1	-9	10	-2
CCOC(=O)C1CCCN(S(=O)(=O)c2ccc3c(c2)CC(C)N3C(=O)C2CC2)C1 (stereo unspecified)	-6	-6	17	1	5	3.8	4	-13	0
Cc1cc(C(=O)O)ccc1-c1ccc(/C=C2\NC(=O)N(Cc3ccccc3Cl)C2=O)o1	-19	-6	6	2	14	5.7	1	5	-8
Cc1ccccc1C(=O)Nc1ccccc1-c1nnn(CC(=O)Nc2ccc3c(c2)OCCO3)n1	8	15	-9	1	1	0.5	-2	1	9
CC(Oc1ccccc1)C(=O)N=C1SC2CS(=O)(=O)CC2N1Cc1ccc(F)cc1 (stereo unspecified)	-3	4	4	-1	2	1.3	8	-7	1
Cc1c(F)cccc1NS(=O)(=O)c1ccc2c(c1)c(=O)n(C)c(=O)n2C	0	3	2	-2	5	1.8	-1	0	-1
Cc1ccc(S(=O)(=O)NCC(=O)NCC2CCCCC2)cc1C	-3	14	13	-6	0	7.4	1	6	-10
CCCCCN(C(=O)CCC(=O)OCCOc1ccccc1)c1c(N)n(CCCC)c(=O)[nH]c1=O	-4	9	13	-7	1	1.4	-14	-14	11
CCSc1ccccc1C(=O)NCCCn1ccnc1	1	14	0	-3	1	0.6	-3	-7	-1
COc1ccccc1-n1c(CNC(=O)c2ccco2)nnc1SCC(=O)Nc1cc(C)ccc1C	-2	-4	7	-3	1	-0.1	3	7	4
CC1(C)CC2CC(C)(CN2C(=O)COC(=O)c2cccc([N+](=O)[O-])c2)C1 (stereo unspecified)	-18	6	13	2	8	0.5	-13	-11	1
CC(NC(=O)c1cccc(S(=O)(=O)N2CCN(Cc3ccccc3)CC2)c1)c1ccc(Cl)cc1 (stereo unspecified)	6	11	-7	-4	3	1.1	-4	4	-3
Cc1cccc(NC(=O)Nc2cccc(C)n2)n1	1	-2	-10	-4	2	0.3	0	3	9
CC(=O)Nc1ccc(NC(=S)NC(=O)C2CCCC2)cc1	-6	15	16	-2	3	3.0	10	-12	-5
O=C(NCc1cccs1)C1CCCN(c2ncccn2)C1 (stereo unspecified)	-1	3	4	0	1	0.1	7	-14	3
CC(=O)Nc1cc(C(=O)OC(C(=O)c2ccccc2)c2ccccc2)ccc1C (stereo unspecified)	-7	12	-3	0	8	2.7	-7	-7	1
CCC(c1nnnn1Cc1ccco1)N(Cc1ccccc1OC)Cc1cc2cc(C)ccc2[nH]c1=O (stereo unspecified)	1	4	2	0	1	0.1	-8	-5	3
C=CCOc1ccc(C2=NOC(C(=O)Nc3ccc4c(c3)OCCO4)C2)cc1OC (stereo unspecified)	3	10	-2	-3	1	1.4	0	-14	3
CCCCn1c(=O)c(Cc2ccccc2)c(O)c2ccccc21	3	7	7	-1	-1	0.1	7	-16	-1
Cc1ccc2sc(NC(=O)c3cccc(N4C(=O)CCC4=O)c3)nc2c1C	4	18	-9	4	6	3.3	-14	-2	-1

The list goes on, starting with the last two of the part before.
SMILES	CHRM5 PAM	M1 PAM parental	M5 antag	M5 ag	CHRM4 agonist	CHO-K1 Ca ag	CHRM4 antagonist	CHO-K1 Ca antag	CHRM4 PAM
CCCCn1c(=O)c(Cc2ccccc2)c(O)c2ccccc21	3	7	7	-1	-1	0.1	7	-16	-1
Cc1ccc2sc(NC(=O)c3cccc(N4C(=O)CCC4=O)c3)nc2c1C	4	18	-9	4	6	3.3	-14	-2	-1
COc1ccc(N2C(=O)CC(N3CCC(O)(c4ccc(Br)cc4)CC3)C2=O)cc1 (stereo unspecified)	-1	9	-6	0	4	3.6	-8	-15	12
Cc1ccc(-c2nc(CSc3nc4ccccc4c(=O)n3CCO)cs2)cc1	-5	-12	7	-3	2	0.2	10	7	-11
Cc1ccc(C)c(NC(=O)C(Sc2ncnc3ccccc23)c2ccccc2)c1 (stereo unspecified)	-1	4	0	0	0	0.2	8	-2	-9
Oc1c(N=NC(=S)Nc2ccccc2F)c2ccccc2n1Cc1ccccc1F	-2	-12	7	-4	0	0.0	4	3	-3
COc1ccccc1NS(=O)(=O)c1cccc(NC(=O)c2nc3nc(C)cc(C)n3n2)c1	1	18	0	-3	2	1.5	-6	-13	1
Cn1ncc(C#N)c1/N=C/N1CCOCC1	-3	14	0	0	0	0.4	8	-11	-3
Cn1c(=O)c2c(nc(SCC(=O)NCC3CCCO3)n2Cc2ccc(F)cc2)n(C)c1=O (stereo unspecified)	2	15	5	2	1	0.9	1	-11	-2
Cc1cc(C)nc(SCc2c(F)cccc2Cl)n1	2	12	2	12	-2	-0.1	-9	2	6
O=C(COC(=O)c1cccnc1Cl)NCc1ccc(F)cc1	-5	7	12	-2	2	0.7	8	-10	-7
O=C(CSc1ccccc1)OCC(=O)N1CCN(C(=O)c2ccco2)CC1	0	21	3	2	1	-0.1	5	-16	-1
CN(CCOc1ccccc1)C(=O)CCc1c[nH]c2ccccc12	-4	-8	7	1	2	2.3	-1	-10	-2
O=C(COC(=O)c1ccc(F)cc1Cl)NCc1ccco1	1	17	-4	-3	0	0.8	-7	-7	-2
CCC(CC)C(=O)N1CCN(Cc2nc3ccccc3c(=O)[nH]2)CC1	-6	0	11	-1	2	0.2	1	4	4
Cn1c(=O)c([N+](=O)[O-])c(NC2CCS(=O)(=O)C2)c2ccccc21 (stereo unspecified)	-6	9	-2	0	3	0.8	3	-9	-5
Cn1c(CNC(=O)c2ccccc2F)nnc1SCCOc1ccccc1	5	3	0	1	2	1.0	-4	-15	-1
CC(C)(CNc1ccc([N+](=O)[O-])cc1C#N)N1CCOCC1	4	-2	9	0	1	0.1	5	1	-8
COc1cccc(CC2(CO)CCCN(CC3=Cc4cc(Cl)ccc4OC3)C2)c1 (stereo unspecified)	0	19	-6	-2	0	1.2	-2	-8	-16
COc1ccc(NC(=O)c2ccco2)c([N+](=O)[O-])c1	-4	17	5	-1	-1	8.5	-5	-6	11
COc1ccccc1N(C)S(=O)(=O)c1ccc(C(=O)NC2=NCCS2)cc1	-15	2	-1	-3	5	2.9	-1	-1	-4
C/C(=N\NC(=O)C1CCCC1)c1ccc(NC(=O)C(F)(F)F)cc1	4	3	-15	-1	0	-0.7	-26	-4	13
CCOC(=O)C(C)N1C(=O)S/C(=C\c2ccc(-c3ccccc3C(=O)O)o2)C1=O (stereo unspecified)	-1	13	2	3	0	2.6	-2	-12	3
O=C(Nc1ccc(CN2CCOCC2)cc1)c1cc(Br)ccc1Cl	-1	15	-6	-6	1	0.6	1	-1	-6
Cc1nc(CCNC(=O)CC2C(=O)NCCN2Cc2ccccc2F)sc1C (stereo unspecified)	-4	19	6	0	-1	0.4	4	-10	-8
CC1(C)N(OCc2ccccc2)C(=O)C(=O)N(OCc2ccccc2)C1(C)C	-1	-6	0	1	-1	-0.3	12	-11	-3
COc1ccc(N=C2S/C(=C\c3ccco3)C(=O)N2CC(C)C)cc1	-2	7	1	1	0	0.6	0	1	0

The list continues.
SMILES	CHRM5 PAM	M1 PAM parental	M5 antag	M5 ag	CHRM4 agonist	CHO-K1 Ca ag	CHRM4 antagonist	CHO-K1 Ca antag	CHRM4 PAM
O=C(NC(=S)N1CCCCC1)C12CC3CC(CC(C3)C1)C2	-6	10	-6	-6	0	0.1	-2	-7	2
Cc1cc(C)cc(N(CC(=O)Nc2ccccc2C(=O)N2CCOCC2)S(C)(=O)=O)c1	1	10	-3	-1	1	0.5	1	-9	2
COc1ccc(-c2nnc(SCC(=O)Nc3ncc(C)s3)n2-c2ccccc2)cc1OC	-6	8	-4	-4	1	0.5	0	-4	-5
CCOC(=O)C1(C)CCCN1C(=O)c1ccc(Cl)nc1 (stereo unspecified)	0	5	-2	0	0	0.5	-9	-14	3
COc1ccc(C)cc1NC(=O)C1CC1c1ccccc1 (stereo unspecified)	-1	18	5	-7	-1	-0.1	-8	-14	-7
Cc1nn(S(=O)(=O)c2cccc([N+](=O)[O-])c2)c(C)c1Br	-7	24	9	-15	-1	0.4	5	-8	-4
COc1ccc(C2CC(=O)Oc3c(C(C)C)ccc(C)c32)cc1 (stereo unspecified)	0	12	-11	6	8	5.2	-10	8	4
CCOC(=O)C1=C(C)N(CCO)C(=O)NC1c1cccc(O)c1 (stereo unspecified)	6	13	-2	-2	1	0.6	-1	-15	0
Cn1c2ccccc2c(=O)c2cc(C#CC3(O)CCCCC3)ccc21	-6	16	5	-3	7	0.5	-12	-13	12
CCCC(=O)Nc1nnc(S(=O)(=O)N2CCCCCC2)s1	-4	-10	7	-2	0	0.0	-13	3	4
Cc1cc2nc3c(nc2cc1C)C1(C(=O)O)CCC3(C)C1(C)C (stereo unspecified)	-5	13	-4	0	1	0.3	-7	-2	-3
CN1/C(=C\C(=O)c2cncc(Br)c2)C(C)(C)c2ccccc21	-11	-16	18	-5	4	1.4	6	24*	-12
O=C(O)c1cc2nc(C3CC3)cc(C(F)(F)F)n2n1	3	20	-1	-1	1	0.9	-10	-7	3
COCCN(CCOC)Cc1c(C)[nH]c2c(C)c(C)ccc2c1=O	-3	7	-11	1	1	0.2	-8	-23	12
C=CCn1c(SCC(=O)c2c(N)n(C)c(=O)n(C)c2=O)nnc1-c1ccccc1F	2	17	-9	3	1	0.9	6	-12	2
Cc1cccc(OCC(=O)N(Cc2ccc(F)cc2)C2CCS(=O)(=O)C2)c1C (stereo unspecified)	0	6	2	0	4	0.8	7	5	-3
O=C(c1cc(-c2cccc(Cl)c2)on1)N1CCc2ccccc2C1	2	0	0	-3	2	-0.1	4	-12	-8
CN(C)c1ccc(-c2csc(C(O)c3ccc(F)cc3)n2)cc1 (stereo unspecified)	-17	1	-5	30*	60*	23*	10	-2	-13

2 records picked at random from those above:
SMILES	CHRM5 PAM	M1 PAM parental	M5 antag	M5 ag	CHRM4 agonist	CHO-K1 Ca ag	CHRM4 antagonist	CHO-K1 Ca antag	CHRM4 PAM
CCCC(=O)Nc1nnc(S(=O)(=O)N2CCCCCC2)s1	-4	-10	7	-2	0	0.0	-13	3	4
COCCN(CCOC)Cc1c(C)[nH]c2c(C)c(C)ccc2c1=O	-3	7	-11	1	1	0.2	-8	-23	12
